# DT40 TDP1 CPT: growth inhibition of DT40 Tdp1-/-;hTDP1 cells with camptothecin (screen for TDP1 inhibitors); AID 686979; hit rate 12% among 420,000; Potency, µM (doses to about 46.2 µM), for the others: top-dose activity change, negative = growth inhibition, most hits filed as inhibitors; chicken DT40 Tdp1-/-;hTDP1 cells + 20 nM CPT, ATP luminescence, 48 h; also: nearly all actives have a fitted effect of over 55% in size
#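 Chicken DT40 Tdp1-/- cells stably complemented with human TDP1 were seeded at 400 cells/well in medium containing 20 nM camptothecin, exposed to pin-transferred compounds, and grown at 37 °C for at least 48 hr. Viability was read as ATP luminescence.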
# DT40 TDP1 no CPT: qHTS for Inhibitors of human tyrosyl-DNA phosphodiesterase 1 (TDP1): qHTS in cells in absence of CPT; DT40 Tdp1-/- hTDP1 cells, no CPT, ATP luminescence, 48 h; Potency, µM (doses to about 46.2 µM), without a hit: at the highest dose activity change, negative = growth inhibition, hits mostly inhibitors; hit rate 15% among 420,000; also: nearly all actives have a fitted effect of over 55% in size
#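 Compound effects on proliferation are scored in DT40 Tdp1-/-;hTDP1 cells in the absence of CPT. ATP levels (CellTiter-Glo luminescence) are recorded after a ≥48 hr, 37 °C incubation.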
# KAT2A inh: blocks human GCN5L2 histone acetyltransferase | GCN5L2 HAT assay, ThioGlo1 CoA-SH fluorescence | Potency, µM (series often up to 58.9 µM), inactives show at the highest dose activity change, negative = inhibition, hits mostly inhibitors | hit rate 0.21% among 390,000 | AID 504327
# Target sequence (Q92830 whole entry, looked up): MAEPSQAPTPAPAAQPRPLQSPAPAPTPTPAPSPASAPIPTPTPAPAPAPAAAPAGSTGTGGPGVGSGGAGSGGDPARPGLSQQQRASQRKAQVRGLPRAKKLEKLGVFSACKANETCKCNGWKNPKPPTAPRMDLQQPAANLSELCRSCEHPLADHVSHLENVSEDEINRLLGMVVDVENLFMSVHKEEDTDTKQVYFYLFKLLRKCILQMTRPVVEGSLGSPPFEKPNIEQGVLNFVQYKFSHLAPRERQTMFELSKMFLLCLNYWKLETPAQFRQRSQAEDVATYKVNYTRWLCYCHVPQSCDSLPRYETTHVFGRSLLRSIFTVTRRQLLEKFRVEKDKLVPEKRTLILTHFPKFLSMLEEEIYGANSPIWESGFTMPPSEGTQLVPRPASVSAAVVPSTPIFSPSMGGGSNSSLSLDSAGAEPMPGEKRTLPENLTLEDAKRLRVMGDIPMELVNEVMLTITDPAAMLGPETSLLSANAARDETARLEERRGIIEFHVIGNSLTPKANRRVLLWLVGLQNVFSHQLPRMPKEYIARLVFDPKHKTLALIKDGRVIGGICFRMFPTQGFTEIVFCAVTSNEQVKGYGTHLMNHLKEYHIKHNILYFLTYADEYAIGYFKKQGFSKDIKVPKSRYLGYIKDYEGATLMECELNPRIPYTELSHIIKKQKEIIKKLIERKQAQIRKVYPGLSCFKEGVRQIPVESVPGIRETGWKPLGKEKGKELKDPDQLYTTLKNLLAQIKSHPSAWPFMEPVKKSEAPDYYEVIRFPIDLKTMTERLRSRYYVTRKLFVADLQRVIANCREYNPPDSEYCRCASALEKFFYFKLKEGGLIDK
#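 qHTS, 1536-well. 20nM enzyme, pH 7.5 HEPES/EDTA/Tween-20 buffer; 15 min compound preinc., RT. Start: 75uM H3(1-25), 70uM AcCoA, 50uM ThioGlo1. Read Ex340/Em540 at t=0 (autofluorescence flag) and t=20 min.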
# * hit, by the source's call; ? = inconclusive; nt = not tested or not shown; [ ] = remark or other dose. Calls follow the shape of the dose curve; as a rule, active = well fitted curve in the direction sought with a large enough effect; inconclusive = small, poorly fitted or top-dose-only effect, or another doubt; inactive = no such curve, though single readings can be large; an effect the other way counts as inactive or inconclusive. % is scaled to controls: 0 for no effect and ±100 for the full control effect; potency is read from the fitted curve at half-maximal effect. This is a subset; the hit share may differ from the screen's.
canonical_smiles	DT40 TDP1 CPT	DT40 TDP1 no CPT	KAT2A inh
O=C(COc1ccc(F)cc1)NCC1(N2CCCCC2)CCCCC1	1%	2%	2%
CC(OC(=O)c1ccc(Cl)c([N+](=O)[O-])c1)C(=O)N1CCN(Cc2ccccc2)CC1 (centres undefined)	?	?	-5%
Cc1cccc2sc(N(CCCN(C)C)C(=O)c3cc4ccccc4oc3=O)nc12	23µM*	?	-5%
Cc1ccc(Cl)cc1N(CC(=O)NC(C)c1ccccc1)S(C)(=O)=O (centres undefined)	-6%	-13%	-5%
CCOc1ccccc1Nc1nc(-c2sc(NC(=O)c3ccco3)nc2C)cs1	15µM*	15µM*	-5%
CC(C)(C)[C@H]1C=C(C(=O)NC2CC2)O[C@@H](OCCCCO)C1	1%	6%	-5%
COc1c(C)cc(C(O)c2ncc(-c3ccccc3C)[nH]2)cc1C (centres undefined)	?	?	nt
CNC(=O)c1ccccc1-c1cn(C)c2ccccc2c1=O	-6%	0%	-7%
CC(C)(C)N/C=C(\C#N)S(=O)(=O)c1ccc(Br)cc1	-5%	-4%	-12%
Cc1cccc(C(=O)Nc2nc(C)c(C(=O)Nc3ccc4c(c3)CCC4)s2)c1	23µM*	?	?
N#Cc1cc2c(=O)n3ccccc3nc2n(-c2nnc(SCc3ccc(F)cc3)s2)c1=O	-18%	-23%	-11%
CCN(C(=O)CSc1ncnc2sc(C)c(C)c12)C1CCS(=O)(=O)C1 (centres undefined)	0%	?	-17%

canonical_smiles	DT40 TDP1 CPT	DT40 TDP1 no CPT	KAT2A inh
Cc1ccc(C(=O)N/C(=C\c2ccco2)C(=O)NC2CCS(=O)(=O)C2)cc1 (centres undefined)	14%	6%	-4%
Cc1ccc(NC(=O)c2nc(S(C)(=O)=O)ncc2N(Cc2ccco2)Cc2cccs2)cc1C	?	?	-14%
O=C(C(=O)N1CCN(c2cccc(Cl)c2)CC1)c1c[nH]c2ccccc12	?	?	-14%
CC(C)=C1C2C=CC1C(C(=O)Nc1cccc(C)c1)C2C(=O)O (centres undefined)	?	?	1%
COc1ccc(-c2cn(CCC(=O)O)c(-c3ccc(Cl)nc3)n2)cc1	9%	2%	-2%
COc1c(C)cc(C(O)c2ncc(-c3ccc(C(F)(F)F)cc3)[nH]2)cc1C (centres undefined)	?	?	nt
COc1ccccc1C(=O)NC(=O)COC(=O)c1cc[n+]([O-])cc1	1%	15%	0%
CC1(C2CC2)NC(=O)N(CC(=O)Nc2ccc(C(F)(F)F)cc2)C1=O (centres undefined)	-12%	-1%	3%
COc1cc(-c2nnc(COC(=O)c3nn(CC(C)C)c(=O)c4ccccc34)o2)cc(OC)c1OC	-1%	4%	-8%
CC(C)C(c1nnnn1Cc1ccccc1)N1CCN(Cc2ccco2)CC1 (centres undefined)	-30%	-23%	-2%
Cc1ccccc1-c1nc(CN2CCC(C(=O)O)CC2)c(C)o1	6%	-7%	-1%
CCOC(=O)C1=C(c2ccccc2)NC(N)=NC1c1ccc(OCc2ccc(C(=O)OC)cc2)cc1 (centres undefined)	?	13µM*	-5%

canonical_smiles	DT40 TDP1 CPT	DT40 TDP1 no CPT	KAT2A inh
O=S(=O)(c1ccc2nc(COc3ccc(Cl)cc3Cl)[nH]c2c1)N1CCOCC1	?	?	-12%
COc1cccc(-c2onc3ccc(C(=O)/C=C/N(C)C)cc23)c1	?	16µM*	-13%
O=C(/C=C/Sc1ccccc1)c1ccccc1	5.8µM*	5.2µM*	-10%
COc1ccc(CCNC(=O)C(=O)NCC2OCCN2S(=O)(=O)c2ccc(OC)c(C)c2)cc1 (centres undefined)	18µM*	18µM*	-7%
CCOC(=O)c1nn(-c2cccc(OC)c2)c(-c2ccccc2)c1C(=O)c1ccccc1	?	?	-12%
CCOc1ccc(S(=O)(=O)Nc2cccc(C(=O)NCC(c3ccccc3)N(C)C)c2)cc1 (centres undefined)	23µM*	18µM*	-8%
O=C(NCC(=O)N1CCN(Cc2c(F)cccc2Cl)CC1)c1cccc(Cl)c1	6.5µM*	16µM*	-1%
O=c1[nH]c2ccccc2[nH]c1=O	-3%	5%	0%
C#CCCOC(=O)N1C2=NC(C(=O)OC)=C(C(=O)OC)[C@@H]3N(CC=C)c4ccccc4[C@]23C[C@H]1C(=O)OC	-27%	?	38%[activator]
COc1cccc2cc(C(=O)CC3(O)C(=O)N(Cc4ccccc4)c4ccccc43)c(=O)oc12 (centres undefined)	13µM*	6.5µM*	-3%
CCCNC(=O)C1Cc2cc(S(=O)(=O)N3CCCC3)ccc2N1C(C)=O (centres undefined)	-16%	25%	-4%
Cn1c(=NC(=O)c2ccco2)sc2ccccc21	-28%	?	-11%

# 3 compounds drawn at random from those above, as already listed:
canonical_smiles	DT40 TDP1 CPT	DT40 TDP1 no CPT	KAT2A inh
O=S(=O)(c1ccc2nc(COc3ccc(Cl)cc3Cl)[nH]c2c1)N1CCOCC1	?	?	-12%
O=c1[nH]c2ccccc2[nH]c1=O	-3%	5%	0%
CCOc1ccc(S(=O)(=O)Nc2cccc(C(=O)NCC(c3ccccc3)N(C)C)c2)cc1 (centres undefined)	23µM*	18µM*	-8%

# Other records
canonical_smiles	DT40 TDP1 CPT	DT40 TDP1 no CPT	KAT2A inh
Cc1cc(C)c(-n2c(SCC(=O)N3CCOCC3)n[nH]c2=O)c(C)c1	-5%	13%	-22%
CN1CCN(C(=O)CCn2c(=S)[nH]c3ccccc3c2=O)CC1	4%	12%	nt
COc1ccc(CCC(C)NC(=O)CCc2ccccc2)c(OC)c1 (centres undefined)	-27%	-15%	-23%
O=C(O)CCCCCCCCc1cn(Cc2ccc(C(=O)c3ccccc3)cc2)nn1	3.7µM*	4.1µM*	-2%
O=c1c(-c2ccccc2)c(O)nc(SCCN2CCOCC2)n1-c1ccccc1	-11%	6%	4%
CCOC(=O)c1sc(NC(=O)CCc2ccccc2)nc1C	1.8µM*	1.2µM*	-5%
CN(C)C(=O)c1ccc2c(c1)N(CC(=O)NCc1ccccc1Cl)C(=O)C1CCCCN21 (centres undefined)	-28%	-8%	-9%
O=[N+]([O-])c1cccnc1N1CCC(c2cc(-c3ccc(Cl)cc3Cl)n[nH]2)CC1	18µM*	21µM*	-1%
CCC(C(=O)NCc1ccccc1)n1ncn2c(cc3occc32)c1=O (centres undefined)	-1%	-12%	-1%
COC(=O)c1sc(NC(=O)COc2ccccc2C)nc1C	0%	-4%	-19%
N#Cc1c2n(c(=O)[nH]c1=O)CCCCC2	-4%	-26%	0%
Cc1ccn2cc(-c3cccc(S(=O)(=O)N4CC(C)OC(C)C4)c3)nc2c1 (centres undefined)	?	?	-6%

# The closing two entries of the section above open the next one.
canonical_smiles	DT40 TDP1 CPT	DT40 TDP1 no CPT	KAT2A inh
N#Cc1c2n(c(=O)[nH]c1=O)CCCCC2	-4%	-26%	0%
Cc1ccn2cc(-c3cccc(S(=O)(=O)N4CC(C)OC(C)C4)c3)nc2c1 (centres undefined)	?	?	-6%
Cc1cc(N2CCN(C(=O)Nc3ccccc3C#N)CC2)c2ccccc2n1	-17%	-13%	-11%
O=S(=O)(c1cccc(C(F)(F)F)c1)N1CCN(c2nnnn2-c2ccccc2)CC1	-10%	-2%	-11%
NNC(=O)c1nc[nH]c1C(=O)Nc1ccccc1[N+](=O)[O-]	1%	?	-6%
O=C(Nc1cccc(Cl)c1Cl)C1CC(=O)N(c2ccc(Br)cc2)C1 (centres undefined)	-16%	-26%	-12%
O=C(CNS(=O)(=O)c1ccccc1)N1CCN(c2ccccc2)CC1	-14%	-20%	0%
CCOc1ccc(N(C(=O)c2snc(C(N)=O)c2N)C(C(=O)NC2CCCC2)C(C)C)cc1 (centres undefined)	5%	-21%	-2%
CN1CCN(c2ncncc2-c2ccccc2C(F)(F)F)CC1	-17%	-6%	-3%
O=C(COC(=O)c1ccc(S(=O)(=O)N2CCCC2)cc1)Nc1ccccc1Cl	-4%	6%	nt
Cc1nc2ccc(S(=O)(=O)NCC(=O)N3CCc4ccccc43)cc2s1	4%	-20%	2%
O=C(Nc1nc2n(n1)C(c1ccccc1)C=C(c1ccc(Cl)cc1)N2)c1ccco1 (centres undefined)	21µM*	23µM*	-11%
O=C(Nc1ccccc1F)c1oc2ccccc2c1NC(=O)C12CC3CC(CC(C3)C1)C2	-6%	4%	0%
CCc1nc2c(OCC(=O)C(C)(C)C)cccn2c1N(C)C(=O)c1cccs1	-14%	-21%	nt

canonical_smiles	DT40 TDP1 CPT	DT40 TDP1 no CPT	KAT2A inh
CCOC(=O)c1c(C)c(C(=O)NC2CCCCC2)c(C)n1CC	?	?	-1%
C#CCN1[C@@H]2CCN(C2)c2cc(Br)ccc2S1(=O)=O	-11%	?	nt
COCCn1c(=S)[nH]c2ccc(N(C)C)cc2c1=O	-3%	-5%	?
Cc1ccccc1OCC(=O)N1CCc2ccccc2C1	-8%	?	-14%
COc1ccc(-c2noc(-c3nnn(-c4ccc(C)cc4C)c3C)n2)cc1	-14%	1%	19%
COc1ccc(-c2c(C)sc(NC(=O)c3ccnn3C)c2C#N)cc1	-11%	?	5%
Cc1cc(C)n2nc(SC(C)C(=O)NCc3ccco3)nc2n1 (centres undefined)	-14%	5%	1%
CCN(C(=O)Cn1nc(Cc2cccnc2)c2ccccc2c1=O)c1ccccc1F	?	-23%	1%
Cc1nnc(NC(=O)C(C)Sc2nnc(CCNC(=O)c3ccccc3F)n2C)s1 (centres undefined)	2%	-9%	-3%
O=C1CC(c2c(Cl)cccc2Cl)c2c(ccc3ccccc23)N1 (centres undefined)	?	26µM*	-14%
COc1ccc(F)cc1C(=O)C1CCCN(Cc2ccc3c(c2)OCCO3)C1 (centres undefined)	?	?	-8%
CC(=O)Nc1cccc(OCc2cnc(Cl)s2)c1	3%	6%	-5%

# Below each SMILES: DT40 TDP1 CPT, DT40 TDP1 no CPT, KAT2A inh
- CCOc1ccccc1CN1CCN(Cc2csc(C(C)=O)c2)CC1CCO (centres undefined)
  -2%, -23%, -11%
- C=CCOc1ccc(C(=O)NC2CCCCC2)cc1
  -6%, -13%, -2%
- O=c1cnc2cnc(Oc3ccccc3)nc2n1C1CC1
  -2%, -1%, -21%
- Cc1cc(=O)oc(C)c1C(=O)Nc1cnc2ccccc2c1
  -11%, -21%, -1%
- Cc1ncsc1C(=O)N1N=C2/C(=C/c3ccccc3)CCCC2C1c1ccccc1 (centres undefined)
  ?, ?, -17%
- COc1ccc2cc3cc(C(=O)NCc4ccco4)oc3nc2c1
  ?, ?, -4%[0.501 µM]
- CN1CCN(C(=O)C2=C[C@@H](C3CCCCC3)C[C@@H](OCCCCO)O2)CC1
  -17%, 9%, 4%
- CN(C)c1ccc(C(CNC(=O)c2cccc(C(F)(F)F)c2)N2CCCC2)cc1 (centres undefined)
  15µM*, 16µM*, -6%
- CCOc1ccc(NC(=O)NCCCCc2ccccc2)cc1
  -14%, -15%, 0%
- CCCCCn1c(SCc2ccncc2)nc2cc(C(=O)NCc3ccco3)ccc2c1=O
  ?, ?, -24%

# Below each SMILES: DT40 TDP1 CPT, DT40 TDP1 no CPT, KAT2A inh
- CC1=C(C(=O)OCc2ccccc2)C(c2ccc([N+](=O)[O-])cc2)NC(=O)N1CCCCCC(=O)O (centres undefined)
  ?, -14%, -5%
- O=C(/C=C/c1ccc([N+](=O)[O-])cc1)c1cccnc1
  15µM*, ?, 35%[activator]
- CC(C)c1nc(SCC(=O)Nc2cccc(C(=O)O)c2)c2c3c(sc2n1)CCCC3
  -10%, -3%, -8%
- CCN(CC(=O)NCc1ccc(F)cc1)S(=O)(=O)c1ccc(Cl)s1
  -18%, -10%, -6%
- Cc1cc(C)cc(NC(=O)c2sc3nc(-c4cc5ccccc5oc4=O)[nH]c(=O)c3c2C)c1
  ?, -10%, -10%
- CCN(CC)CCNc1ccc(C)c2sc3ccc(O)cc3c(=O)c12
  0.16µM*, 0.15µM*, nt
- Cc1ccc(C)c(N(CC(=O)N2CCCC2)S(C)(=O)=O)c1
  4%, 4%, ?
- CC(=O)Nc1ccc(S(=O)(=O)N2CCC(NC(=O)C(Cc3ccccc3F)NC(C)=O)CC2)cc1 (centres undefined)
  4%, -12%, -6%
- COc1cccc(CSc2nc3n(n2)C(c2ccccc2C)C(C(=O)Nc2ccccc2OC)=C(C)N3)c1 (centres undefined)
  ?, ?, -11%
- O=C(Nc1ccc(F)cc1)C1CCCN1S(=O)(=O)c1ccc(Br)cc1 (centres undefined)
  ?, -23%, ?
- CCC1CCCCN1S(=O)(=O)Cc1ccccc1Cl (centres undefined)
  -1%, -28%, -15%
- Nc1ccc(Br)cc1-c1nc2ccccc2[nH]c1=O
  -2%, -3%, 3%

# Screening data: PubChem, National Center for Advancing Translational Sciences (NCATS)
